# Screening results: PubChem, National Center for Advancing Translational Sciences (NCATS)
# Pf Dd2 growth: Plasmodium falciparum Dd2 growth inhibition; P. falciparum Dd2 growth, SYBR Green, 72 h; Potency, µM (top dose mostly 28.9 µM), for inactives: at the top dose activity, negative = inhibition, hits mostly inhibitors; 120,000 tested, 4.3% active; AID 1347417; active = well fitted inhibition curve with a large enough effect; inconclusive = small, poorly fitted or top-dose-only effect; inactive = no such curve, though single readings can be large or run the other way;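 note: plate controls were DMSO vehicle for no effect and reference drug for full effect; nearly all actives have a fitted effect of over 65% in size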
#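 Readout: SYBR Green fluorescence, 485 nm excitation, 535 nm emission, after ~16 h lysis at 37C. Before that, Dd2-infected red cells (2.5% hematocrit) grew 72 h with compound, 29 uM top final concentration.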
# * hit, by the source's call; i = inactive; u = inconclusive; [ ] = remark or other dose. Potency is the fitted concentration of half-maximal effect. Some of the compounds tested (hit frequency here may not be typical).
SMILES,Pf Dd2 growth
CN(Cc1ccc(F)cc1)C(=O)Nc1ccc(Cl)cc1,i
CC(C)NC(=O)C1COC2(CCN(C(=O)c3ccc(F)cc3)CC2)N1C(=O)c1cccc(F)c1 (stereo not drawn),-11%
O=C(c1ccoc1)N1CCC(c2noc(C3CC3)n2)C1 (stereo not drawn),56%[activator][5.79 µM]
COc1cc(NC(=O)C2Cn3cccc3C(=O)N2)cc(OC)c1 (stereo not drawn),15%
CC(CNC(=O)c1nnc(Cc2ccc(F)cc2)o1)c1ccccc1 (stereo not drawn),3%
Cc1ccc(CNC(=O)c2cn(C)c3ccc(S(=O)(=O)N4CCC(C)CC4)cc3c2=O)cc1,i
COCC[C@]1(O)CCN(C(=O)c2ccc(C#N)nc2)C[C@H]1C,-2%
Cc1nc2ccccc2n1Cc1cc(C(=O)N2CCCC2)no1,0%
c1ccc(CN2CCC(N3CC(OCC4CC4)C34CCCCC4)CC2)nc1 (stereo not drawn),u
CCCCOc1ccc(CNC(=O)c2cnc3sc(N4CCOCC4)nn3c2=O)cc1,-26%
O=C(Cn1nc2n(c1=O)CCCCC2)Nc1cccc(Cl)c1,14%
O=C(NCCCN1CCCC1=O)c1ccc(-c2ncc3cnc(-c4ccccc4)cn23)cc1,u
CN1Cc2cccn2CC1CNC(=O)c1cnn(C)c1 (stereo not drawn),-10%
Cc1nn2c(=O)cc(COC(=O)c3ccccc3NC(=O)c3ccccc3C)nc2s1,11%
CCCCNC(=O)c1nn(-c2ccc(C)cc2)c(=O)c2c1c1ccccc1n2C,30%[activator]
Cc1cc2nnc(SCC(=O)Nc3ccc(F)c(Cl)c3)n2c2ccccc12,24%
COc1cccc(CNC(=O)C2CCN(Cc3cc4ccccc4n3Cc3ccccc3)CC2)c1OC,u
CCOc1ccc(NC(=O)N2CCC(c3ccc(C)cc3)C2)cc1 (stereo not drawn),i
CCc1noc([C@@H]2CC(F)(F)CN2C(=O)c2coc(C)n2)n1,17%
CC(C)NC(=O)C1CN(c2ccccc2)C(=O)N1 (stereo not drawn),13%[44.1 µM]
CNC(=O)c1cccc(-c2cnc(Nc3ccc(F)c(Cl)c3)c3c2CCO3)c1,11µM*
COc1ccc(CNC(=O)[C@@H]2Cc3c[nH]c4cccc(c34)[C@H](CC(C)C)N2)cc1,u
COc1ccc(Nc2ccc3c(n2)CN(Cc2ccccc2F)C(=O)CO3)cc1,u
CCS(=O)(=O)N1CCCc2cc(C(=O)Nc3cccc(C(C)=O)c3)ccc21,-17%
CCc1ccc(NC(=O)c2ccc(F)c(S(=O)(=O)N3CCN(c4cc(C)ccc4C)CC3)c2)cc1,u

# A draw from above in order of molecular weight, highest first:
SMILES,Pf Dd2 growth
COc1cccc(CNC(=O)C2CCN(Cc3cc4ccccc4n3Cc3ccccc3)CC2)c1OC,u
Cc1ccc(CNC(=O)c2cn(C)c3ccc(S(=O)(=O)N4CCC(C)CC4)cc3c2=O)cc1,i
O=C(NCCCN1CCCC1=O)c1ccc(-c2ncc3cnc(-c4ccccc4)cn23)cc1,u
CCCCNC(=O)c1nn(-c2ccc(C)cc2)c(=O)c2c1c1ccccc1n2C,30%[activator]
c1ccc(CN2CCC(N3CC(OCC4CC4)C34CCCCC4)CC2)nc1 (stereo not drawn),u
CC(CNC(=O)c1nnc(Cc2ccc(F)cc2)o1)c1ccccc1 (stereo not drawn),3%
CC(C)NC(=O)C1CN(c2ccccc2)C(=O)N1 (stereo not drawn),13%[44.1 µM]

# Continued.
SMILES,Pf Dd2 growth
Cc1nc(SCC(=O)Nc2ccc(Cl)cc2C(F)(F)F)[nH]c(=O)c1Cc1ccccc1,27%
Nc1ncncc1-c1noc([C@@H]2CCCN2Cc2cnc3ccccc3c2)n1,-13%[44.1 µM]
CCOc1ccccc1NC(=O)N1CCC2(CC1)CC(Cc1nc(COC)no1)CCO2 (stereo not drawn),i
O=C(NCc1ccnc2[nH]ccc12)c1cccc(Cl)c1,u
O=C(Nc1ccc2ncnc(N3CCCC3)c2c1)c1ccc(Cl)s1,u
COc1ccc(N2CC3CCC(C2)N3CC2CCCC2)cc1,u
Cc1ccc(-n2c(=O)c3oc4ccccc4c3n(Cc3ccccc3)c2=O)cc1C,u
CC(C)c1nc2c(c(-c3ccc(Cl)cc3)n1)CN(C(=O)c1ccccc1)CC2,u
COc1ccc(CNC(=O)c2cc(Nc3ccc(C)cc3C)nc3ccccc23)cc1,-18%
CC(=O)N1CCN2C(=O)N([C@@H](C)c3ccccc3)C(=O)[C@@H]2C1,-18%[44.1 µM]
COc1ccc(F)c(CN2CCCC(O)(CN3CCC(CO)CC3)C2=O)c1 (stereo not drawn),-19%
CN(C)[C@@H]1CO[C@H](CNC(=O)c2cccs2)[C@H]1O,1%[44.1 µM]
COCCCn1c(C)cnc1C1CCNC1 (stereo not drawn),16%
Cc1cccc(Nc2nc3c(S(=O)(=O)c4ccc(Br)cc4)nnn3c3ccsc23)c1C,-22%
COc1cc(C(=O)Nc2ccccc2-c2nc(-c3ccc(C)cc3)no2)cc(OC)c1OC,12%
O=C1NCCCCCN(S(=O)(=O)c2ccc3c(c2)OCCO3)[C@H]2CCC[C@@H]12,-8%
CCOCC(=O)N1CCC(Nc2nccnc2OC)CC1,49%[activator][5.79 µM]
COC(=O)c1ccc2c(c1)nc1n2[C@@H](CNCc2ccc(F)c(F)c2)COC1,u
CCOc1ccc(S(=O)(=O)Nc2ccc3c(c2)c(C(C)=O)c(C)n3S(=O)(=O)c2ccc(OCC)cc2)cc1,u
O=C(Nc1cccc(Cl)c1)c1ccc2nc(Cc3ccccc3)oc2c1,u
COc1ccc(NC(=O)c2ccc3c(c2)N(C)C2CCCCCN2C3=O)cc1OC (stereo not drawn),i
COc1cccc(N2C(=O)NC(=NC3CCCCC3)C23CCN(C(C)=O)C3)c1 (stereo not drawn),16%
COc1cc(NC(=O)Cn2c(C)cc3nc4n(c(=O)c32)CCCC4)cc(OC)c1,u
Cc1ncc(CO)c2c1Oc1nc(-c3ccc(F)cc3)nc(SCc3ccc(F)cc3Cl)c1C2,64%[activator][0.594 µM]
COc1ccc(-c2nc(SCC(=O)Nc3ccc4c(c3)OCO4)c(-c3ccc(OC)cc3)[nH]2)cc1,u

# Of the compounds above, two contain a furan ring, fused or not.
SMILES,Pf Dd2 growth
O=C(c1ccoc1)N1CCC(c2noc(C3CC3)n2)C1 (stereo not drawn),56%[activator][5.79 µM]
Cc1ccc(-n2c(=O)c3oc4ccccc4c3n(Cc3ccccc3)c2=O)cc1C,u

# (next part)
SMILES,Pf Dd2 growth
Cc1noc(-c2ccc(OC3CN(C(=O)c4cccc5[nH]ccc45)C3)cc2)n1,i[5.79 µM]
O=C(CN1C(=O)C2(SCC(=O)N2c2ccc(F)c(F)c2)c2ccccc21)Nc1cccc(Cl)c1 (stereo not drawn),13µM*
COc1ccc(-c2cc3c(ccn3C)c(C(=O)NCCc3cnc[nH]3)n2)cn1,i
COc1cccc(-c2nc(N3CCOCC3)cc3c2CN(CC2CC2)C3=O)c1,11µM*
Cn1ncc2c(C(=O)N3CCC(C#N)CC3)cc(-c3cccnc3)nc21,4%
Cc1ccccc1-c1noc(-c2ccc(NC(C)c3cnn(C)c3)nc2)n1 (stereo not drawn),u
Cc1ccccc1CN1c2ccccc2-c2nc(SCC(N)=O)ncc2S1(=O)=O,99%[activator]
CN(C)C(=O)c1ccn2cncc2c1,38%[activator][44.1 µM]
O=C(c1c(OCC2CC2)cc(=O)n2c1CCOCC2)N1CCOCC1,13%
COc1ccc(N2CC(C(=O)NCC3CC3)NC2=O)cc1 (stereo not drawn),-13%[44.1 µM]
COc1ccc(C)cc1NC(=O)C(=O)NCCc1csc(-c2ccc(C)cc2)n1,13%
CC(C)C(=O)NCC12CCC=C1N(C)C(=O)CC2 (stereo not drawn),17%
CN1CC[C@H]2CN(C(=O)c3cn(-c4ccccc4)nn3)C[C@@]2(C(=O)O)C1,3%
C#CCNC(=O)CC[C@H]1CNC(=O)[C@@H]2[C@@H](CCN2Cc2ncc[nH]2)N1C,-4%[44.1 µM]
COc1cccc(CNC(=O)CN2CC3CC(C2)[C@H]2CCCC(=O)N2C3)c1 (stereo partly drawn),-12%
O=C(c1ccc2nccn2c1)N(Cc1c(F)cccc1Cl)C1CC1,-24%
CNCC(=O)N1CCCC(N2CCN(Cc3ccc4c(c3)OCO4)CC2)C1 (stereo not drawn),-4%
Nc1c(C(=O)Nc2ccc(Cl)cc2)sc2nc3c(cc12)N1CCC3CC1,u
Cc1cccc(NC(=O)CSc2nc(-c3cccs3)cc(C(F)(F)F)c2C#N)c1,-1%
CCOc1ccc(CNC(=O)CSc2nnc(C)c3c(C)n(-c4ccc(Cl)cc4)nc23)cc1,u
Cc1ccc(C(=O)N2CCC3(CC2)NC(=O)N(c2cccc(F)c2)N3)s1,-17%
COCCc1noc(CC2CCOC3(CCN(C(=O)CCC4CCCC4)CC3)C2)n1 (stereo not drawn),i
Cc1ccc(NC(=O)c2ccc3c(c2)N(C)C2CCCCN2C3=O)cc1C (stereo not drawn),i
COC1CCOC2(CCN(S(=O)(=O)c3ccccc3)CC2)C1 (stereo not drawn),24%
O=C1CC2(CCN(C(=O)C3(c4ccc(F)cc4)CCOCC3)C2)C(=O)N1 (stereo not drawn),-21%

# Remaining list, next part
SMILES,Pf Dd2 growth
Cc1cccc(OCCn2c(SCC(N)=O)nc3ccccc32)c1,u
COc1ccc(CNC(=O)CCC2N=C3c4ccccc4N=C(SCc4ccc(F)cc4)N3C2=O)cc1 (stereo not drawn),-27%
CC(=O)N1CCC2(CC1)CN([S+](C)(=O)[O-])Cc1ccccc1O2,i
CC1=C(C(=O)OC(C)C)C(c2ccccc2Cl)N2C(CC(=O)NCC3CC3)=CSC2=N1 (stereo not drawn),u
CCCCOc1ccc(Cn2c(=O)sc3ccccc32)cc1,u
COc1ccc(OC)c(CNC(=O)CCS(=O)(=O)c2ccc3c(c2)oc(=O)n3C)c1,i
CCc1ccc(C(=O)N2CCC(c3n[nH]c(=O)n3Cc3ccc(F)cc3)CC2)cc1,-26%
COc1ccccc1N1CC2(C1)CN(c1ccccc1)C(=O)O2,-4%[44.1 µM]
CCOc1ccc(OCC)c(Nc2ccc3cc(S(=O)(=O)N4CCCC4)ccc3n2)c1,i
CC(C)C1CN(C(=O)CNC(=O)N(C)C)CCCN1Cc1ccc(F)cc1 (stereo not drawn),-19%
COCCN1CCC(CN(Cc2ccncc2)C(=O)c2scnc2C)CC1,-7%
CC(C)CCNC(=O)c1cnc2c(c1)N(Cc1ccccc1)CCC2,u
COc1ccccc1CNC(=O)CCNS(=O)(=O)c1cccc2nsnc12,-3%
CC(=O)N1CC2(Cc3ccccc31)CN(C(=O)Nc1ccc(Cl)cc1)C2,-7%
Cc1ccc(C2Cn3nnc(C(=O)N4CCC(C(=O)NCc5ccccn5)CC4)c3CO2)cc1 (stereo not drawn),i
O=C(NCCOc1ccccc1)C1CCCN(c2nc3ncccc3o2)C1 (stereo not drawn),i
Cc1nn(C)c(C)c1CCC(=O)N1C[C@@H](Oc2ccccc2)C[C@H]1C(=O)NC1CC1,15%
COCCn1c(=O)n([C@H]2CCCN(S(=O)(=O)c3cn(C)cn3)C2)c2ncccc21,2%
CCCNC(=O)NC[C@@H]1C=C(C)[C@H](Cc2nc3ccc(C(=O)OC)cc3[nH]2)C[C@H]1C(C)C,u
COc1cccc(CNC(=O)CN2C(=O)NC3(CCC(C)CC3)C2=O)c1 (stereo not drawn),i
O=C(CCC1CCCC1)N1CCCCCC1CN1CCOCC1 (stereo not drawn),i
COc1ccc(CNC(=O)CCCc2cn(C)c3ccccc23)c(OC)c1,27%
CCOC(=O)c1cccc(NC(=O)NCc2ccc3c(c2)CCN3C(=O)CC)c1,8%
O=C(CCc1ccc(O)cc1)N1C[C@@H](CN2CCOCC2)[C@@H](CO)C1,5%
CC(=O)NC1(C)CCN(Cc2ccc(-c3cccc(C(F)(F)F)c3)cc2)C1 (stereo not drawn),u

# (continued)
SMILES,Pf Dd2 growth
O=C(Cc1cccc(F)c1)N1CCC(Oc2ccccc2)C1 (stereo not drawn),-26%
Cc1ccc2c(c1)-c1c(c(C(=O)N3CCN(c4cc(Cl)ccc4C)CC3)nn1C)CS2,10µM*
COC(=O)[C@H](NC(=O)[C@@H]1C[C@H](NC(=O)Nc2ccc(OC)cc2)CN1C(=O)C=C(C)C)C(C)C,-16%
CC(C)Oc1ccc(CNC(=O)Cn2c(-c3cccs3)cc3ccccc32)cc1,-8%
CC(C)CN1C2CCC1CN(C(=O)c1ccncc1)C2,i
Cn1nccc1C(=O)N1CC[C@H]2C(=O)NCCCCCCN(Cc3ccncc3)[C@@H]2C1,-12%
COc1ccc(N2CC3CCC(C2)N3Cc2cccc(-c3cccs3)c2)cc1,10%
Cc1ccc(C)c(NC(=O)CSc2nc(-c3ccccc3)cc(=O)[nH]2)c1,19%
O=C(NCCOc1ccccc1)C1CN(c2ccc(Cl)cc2)C(=O)N1 (stereo not drawn),3%
CCOc1ccccc1N1CC(c2nc3ccccc3n2CCCOc2ccccc2OC)CC1=O (stereo not drawn),i
CN(C)c1nc2c(c(=O)[nH]1)CCN(C(=O)C(c1ccccc1)C1CCCC1)C2 (stereo not drawn),i
COc1ccc2[nH]c3c(c2c1)CCNC31CCN(C(=O)c2ccoc2)CC1,-19%
Cn1cc(CCCC(=O)NCc2ccccc2Cl)c2ccccc21,-2%

# In the list so far, these contain a cyano group:
SMILES,Pf Dd2 growth
COCC[C@]1(O)CCN(C(=O)c2ccc(C#N)nc2)C[C@H]1C,-2%
Cn1ncc2c(C(=O)N3CCC(C#N)CC3)cc(-c3cccnc3)nc21,4%
Cc1cccc(NC(=O)CSc2nc(-c3cccs3)cc(C(F)(F)F)c2C#N)c1,-1%
